# Source: PubChem BioAssay
# P. falciparum M17LAP: P. falciparum M17LAP inhibitors, primary screen, biochemical, fluorogenic H-Leu-NHMec substrate, 1536-well (AID 1619); 0.38% of 220,000 active; inhibition, % at 30 µM, or IC50 in µM where a hit was titrated; recombinant M17LAP, H-Leu-NHMec fluorogenic kinetic assay; higher % means a stronger effect;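 active = compound inhibiting the enzyme by more than half at any dose during confirmatory dose-response retesting; inconclusive = strong single-dose inhibitors picked by rank but not retested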;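 also: plate controls were full reaction with DMSO carrier for no effect and no enzyme background for full effect; strong numbers were not always called active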
# T cell HTS: T cell immune modulators affecting CD8 T cell-vesicle binding; 0.068% of 330,000 active; 2C CD8+ T cell-vesicle binding, flow cytometry; stronger effect = lower value; calls only at 7 µM;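 active = response, share of CD8 T cells binding vesicles, and their 90th percentile fluorescence all below set limits, cut at about 80% in these data, passing the limit was not always enough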
#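 Incubation: binding step 1.5 h, 37 °C, antibody labelling 20 min, ice; system: murine 2C transgenic CD8+ T lymphocytes; technique: cytometric PE anti-B7-1 and Alexa647 anti-CD8 signals after 1% paraformaldehyde fixation; also added: QL9-charged Drosophila Ld/ICAM-1/B7-1 vesicles; control set: naked versus QL9-loaded vesicles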
# P. falciparum M1AAP: malaria alanyl aminopeptidase activity blockers – biochemical, fluorogenic H-Leu-NHMec substrate, 1536-well (AID 1445) | recombinant M1AAP, H-Leu-NHMec fluorogenic kinetic assay; higher % means a stronger effect | one-dose inhibition, % at 30 µM; IC50 in µM for titrated hits | 0.42% of 220,000 active;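 active = primary inhibition above the hit cutoff, then over 50% inhibition at one or more dose response concentrations, cut at about 23% in these data, passing the limit was not always enough; inconclusive = conflicting primary data, or primary hits not chosen for dose response; inactive = low primary inhibition, or under 50% at every dose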;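 also: plate controls were DMSO full reaction for no effect and no enzyme background for full effect; strong numbers were not always called active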
# TNAP activators: human TNAP enzyme activators, primary screen, biochemical, luminescent, no phosphate acceptor, uHTS (AID 1001); purified TNAP, luminescent activation assay, no phosphate acceptor; higher activation fold means a stronger effect; one-dose activation fold at 20 µM; EC50 in µM for titrated hits; 0.03% of 200,000 active; in the data active = activation fold from about 3, or a potency from the dose series; inactive = the rest, 99 in 100 with activation fold below about 1.6; also: many of its hits are not listed in these tables
# human PMI inhibition: MPI enzyme activity inhibition – biochemical, fluorescence intensity, coupled assay, primary screen (AID 1209); purified PMI enzyme, coupled fluorescence intensity; higher % means a stronger effect; one-dose inhibition, % at 20 µM; IC50 in µM for titrated hits; 0.42% of 190,000 active;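 also: plate controls were DMSO vehicle for no effect and wells lacking substrate for full effect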
# K1F lysis inhibition: inhibition of K1F phage lysis, E. coli UTI89, bacterial capsule biogenesis inhibitors, alamar blue (AID 488966); inhibition, % at 100 µM; hits with a dose series show IC50 in µM; E. coli UTI89 K1F phage lysis, alamar blue, 2 h; higher % means a stronger effect; 0.02% of 340,000 active;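 active = phage lysis inhibition, versus mean bacterial control, above a set limit; inconclusive = no clear call, values can overlap the other calls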;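 also: capsule biogenesis inhibitors block K1F phage lysis so surviving cells raise fluorescence; higher fluorescence means more inhibition of phage lysis; actives were called in the ten point dose series up to 300 µM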
# RSV antiviral HEp-2: RSV antiviral activity via CPE protection, HEp-2 cells, primary 10 µM value included (AID 2391) | HEp-2 cells, RSV-induced CPE inhibition; higher % means a stronger effect | one-dose CPE inhibition, % at 10 µM; IC50 in µM for titrated hits | 0.13% of 310,000 active; in the data active = a potency from the dose series; inconclusive = CPE inhibition mostly from about 23% at the one dose, without a potency; inactive = the rest, 99 in 100 with CPE inhibition below about 21%; also: strong numbers were not always called active
# human PMI inhibitors: MPI inhibition at elevated mannose 6-phosphate – biochemical, fluorescence intensity, high mannose 6-phosphate, primary screen (AID 1220) | 0.66% of 190,000 active | recombinant PMI enzyme, coupled fluorescence intensity; higher % means a stronger effect | inhibition, % at 20 µM; hits with a dose series show IC50 in µM
# West Nile virus CPE: inhibition of WNV-induced cytopathic effect – cell-based, CPE readout (AID 1621); West Nile virus-infected cells, CPE inhibition; higher % means a stronger effect; CPE inhibition, % at 10 µM; hits with a dose series show IC50 in µM; 0.02% of 290,000 active; in the data active = a potency from the dose series; inconclusive = CPE inhibition mostly from about 3.7% at the one dose, without a potency; inactive = the rest, 99 in 100 with CPE inhibition below about 2.2%; also: strong numbers were not always called active
# T cell HTS vesicle-bound %: recorded beside T cell HTS, whose call it bears; double positive events, %; measured here: CD8+ vesicle-bound cell fraction;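 binding gate set so that unloaded-vesicle control wells show 10% double positive cells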
# Numbers without * were called inactive; i = inactive; u = inconclusive; x = not tested or not shown; [ ] = dose if it differs, or a comment. Rule as the data show it, unless noted: active = inhibition above about 50%; inactive = the rest.
SMILES,P. falciparum M17LAP,T cell HTS,T cell HTS vesicle-bound %,P. falciparum M1AAP,TNAP activators,human PMI inhibition,K1F lysis inhibition,RSV antiviral HEp-2,human PMI inhibitors,West Nile virus CPE
CC(Sc1nc(-c2ccc(F)cc2)cs1)C(=O)Nc1ccc(Cl)cn1 (stereo not drawn),15%,i,40,-6%,1.1,19%,4.2%,2.8%,10%,-0.2%
CCC(C)c1ccc(NC(=S)N2CCN(S(C)(=O)=O)CC2)cc1 (stereo not drawn),x,i,4,x,x,x,1.6%[50 µM],0.6%,x,0.4%
COc1ccc(-c2csc3nc(C)nc(N4CCN(C(C)=O)CC4)c23)cc1OC,12%,i,38,1%,1.1,16%,-0.5%,-0.7%,12%,x
COc1ccc(C2Nc3ccccc3C(=O)N2O)cc1CN1CCOCC1 (stereo not drawn),15%,i,20,3%,0.9,-29%,5.0%,0.1%,-32%,-0.5%
Cc1ccc(C(C)C)c(Oc2nnnn2-c2ccccc2)c1,5%,i,24,3%,1.1,10%,0.7%,2.8%,7%,-0.2%
CC(C)CNC(=O)COCc1cc(-c2ccc3c(c2)OCO3)on1,x,i,59,x,x,x,0.0%,0.7%,x,-1.3%
O=Nc1c(O)[nH]c2ccc(F)cc12,0%,i,56,1%,1.1,-4%,-0.2%,3.0%,-1%,1.1%
COc1ccc(/C=N/N(C)c2cc(=O)n(C)c(=O)[nH]2)cc1OC,23%,i,59,-3%,1.1,22%,5.4%,1.0%,36%,-0.2%
O=C(COc1cc(Cl)c(Cl)cc1Cl)NC(=O)NC1CCCC1,-8%,i,46,3%,1,11%,-0.2%,2.4%,3%,-0.2%
O=C(NCc1ccccn1)c1c(O)c2c([nH]c1=O)CCCC2,-6%,i,17,6%,1.1,17%,0.4%,-0.8%,17%,-0.2%
Cc1cccc(NC(=O)c2ccc3ccccc3n2)c1C,3%,i,46,9%,1.1,8%,6.9%,1.4%,8%,0.0%
CC(=O)C1=C(C)NC(SCc2cccc3ccccc23)=C(C#N)C1c1ccco1 (stereo not drawn),1%,i,44,1%,1,1%,-0.3%,u,-5%,-0.5%
O=C(NC1CCCCC1)c1ccc(S(=O)(=O)N2CCOCC2)cc1,2%,i,31,1%,1.1,-1%,1.6%,-0.4%,2%,0.8%
COc1cc(C(=O)NCCSc2ccccc2)cc(OC)c1OC,x,i,13,x,x,x,1.6%,-0.3%,x,-0.6%
CS(=O)(=O)N(CC(=O)N1CCOCC1)c1cccc([N+](=O)[O-])c1,11%,i,28,-4%,1,5%,-1.0%,1.1%,0%,-0.4%
CCC1CN(C(=O)N2CCC(C(=O)NCc3ccco3)CC2)c2ccccc2O1 (stereo not drawn),x,i,10,x,x,x,1.3%,2.3%,x,-0.3%
CCCc1cc(C(N)=O)c(NC(=O)C2CCCO2)s1 (stereo not drawn),1%,i,45,3%,1.1,15%,1.2%,2.8%,19%,-0.2%
CS(=O)(=O)c1ccc(Cl)c(NC(=O)c2ccc3ccccc3c2)c1,12%,i,4,5%,1.1,7%,-0.2%,56%,1%,-0.8%
C=CCN1CCN(C(=O)c2ccc(-c3ccccc3)cc2)CC1,x,i,53,x,x,x,0.0%,-0.2%,x,-0.2%
N#CC1=C(N)OC2=C(C(=O)CCC2)C12CCN(C(=O)OCc1ccccc1)CC2,6%,i,37,6%,0.9,-8%,-0.1%,-0.4%,-7%,0.1%
CC(=O)N1CCN(C2=Nc3cccc4cccc2c34)CC1,5%,i,27,6%,1,31%,0.1%,5.6%,52%*,-0.2%
O=C(CCCN1C(=O)/C(=C/c2ccco2)SC1=S)Nc1ccccc1,49%,i,48,8%,1.1,1%,1.7%,5.1%,14%,u
N#Cc1c(/N=C/c2cc(Br)cs2)sc2c1CCC2,x,i,9,x,x,x,0.0%,2.8%,x,0.3%
COCCn1c(CN2CCN(c3ccc(OC)cc3)CC2)nc2c1c(=O)n(C)c(=O)n2C,9%,i,43,3%,1.1,-3%,0.7%,18%,4%,-0.9%
COC(=O)CCCC1=CC2=C(c3ccccc3)C(=O)C(C)(OC(=O)C3CCCC3)C(=O)C2=CN1Cc1ccc2c(c1)OCO2 (stereo not drawn),5%,i,13,2%,x,x,2.5%,-2.4%,x,1.1%

# Going on with the list:
SMILES,P. falciparum M17LAP,T cell HTS,T cell HTS vesicle-bound %,P. falciparum M1AAP,TNAP activators,human PMI inhibition,K1F lysis inhibition,RSV antiviral HEp-2,human PMI inhibitors,West Nile virus CPE
O=C(O)CCC(=O)N1CCN(c2nc3ccccc3s2)CC1,2%,i,50,-1%,1.1,3%,0.0%,1.2%,-2%,0.6%
CCOC(=O)c1c(-c2ccccc2)csc1NC(=O)CCN1C(=O)c2ccccc2C1=O,-5%,i,48,3%,1,8%,2.7%,1.7%,0%,-0.3%
Cc1cc2oc3ccc(NCCCn4ccnc4)cc3c(=O)c2cc1C,x,i,14,x,x,x,5.2%,-4.3%,x,u
CC(=O)OC(C(=O)NCc1ccc2c(c1)OCO2)c1ccccc1Cl (stereo not drawn),3%,i,37,1%,1.1,-12%,-0.4%,0.3%,-16%,-0.5%
Cc1ccccc1N1C(=O)c2cccc3c(N(C)CCO)ccc(c23)C1=O,-24%,i,21,8%,0.9,-4%,0.4%,9.0%,5%,-0.6%
CCOC(=O)c1c(N)sc(=S)c2c1CCC2,-3%,i,39,5%,1,-39%,1.2%,17%,-45%,0.5%
CCOc1ccc2[nH]c(=O)c(CN(Cc3nnnn3CCc3ccccc3)CC3CCCO3)cc2c1 (stereo not drawn),-1%,i,51,13%,1.1,8%,-1.1%[50 µM],2.2%,26%,-0.1%
Fc1cccc(Cl)c1Cn1nnc(-c2ccc(N3CCOCC3)cc2)n1,-6%,i,32,3%,1.1,11%,0.1%,2.5%,18%,0.1%
COc1cc(/C=N/NC(=O)COc2ccc([N+](=O)[O-])cc2)ccc1OCC(=O)N1CCOCC1,x,i,15,x,x,x,0.1%,0.7%,x,-1.1%
c1ccc(CNc2nc(-c3cccs3)nc3ccccc23)cc1,-20%,x,x,1%,0.9,10%,0.2%,x,3%,-0.7%
CCCN(CCC)CCNC(=O)c1cc2c(=O)n(C)c3ccccc3c2n1C,8%,i,64,3%,1.1,16%,1.1%,-2.4%,17%,-0.3%
COc1ccccc1N1CCN(C(=O)c2sc3ncnc(N4CCN(c5ccccn5)CC4)c3c2C)CC1,x,i,14,x,x,x,0.3%,46%,x,-0.4%
COc1ccc(CSc2nnnn2-c2ccc(O)cc2)cc1F,x,i,44,x,x,x,0.3%,6.2%,x,-0.9%
COc1ccc(-c2cc(C(F)(F)F)nc(SCC(=O)N(C)Cc3cn(C)nc3C)n2)cc1OC,-14%,i,1,12%,1.1,0%,1.4%[50 µM],0.9%,2%,-0.2%
CC(C)(C)n1ncc2c(=O)n(CC(=O)N3CCc4ccccc43)cnc21,7%,i,51,10%,1.1,7%,0.2%,0.0%,11%,0.3%
Fc1ccccc1CSc1nc2ncc(Br)cc2[nH]1,-10%,i,43,5%,1.1,-2%,-0.1%,4.8%,-1%,-0.3%
Oc1ccccc1Nc1nc(NCc2ccco2)c2ccccc2n1,-7%,i,21,7%,x,x,0.3%,16%,x,-1.1%
COc1cc(NC(=O)c2sc3ncn(CC(=O)N4CCCCC4)c(=O)c3c2C)cc(OC)c1OC,x,i,10,x,x,x,-2.1%,0.5%,x,1.4%
COc1ccccc1N1CCN(C(=O)c2cccc(Oc3ccccc3)c2)CC1,-3%,i,57,0%,1.1,5%,-0.1%,1.1%,5%,-0.3%
Cc1[nH]c2ccc(-c3nnc(SCC(=O)N4CCCc5ccccc54)o3)cc2c1C,-5%,i,5,-5%,0.9,3%,4.5%,-0.1%,-2%,0.7%
C=CC(=O)NC(NC(=O)C=C)c1ccccc1F,6%,i,21,3%,x,x,-0.5%[50 µM],-2.0%,x,-0.6%
COc1cccc(NC(=O)c2ccnc(N3CCC(C(=O)NCc4ccccc4OC)CC3)c2)c1,x,i,4,x,x,x,-0.1%,1.5%,x,0.5%
O=C(/C=C/c1cccc([N+](=O)[O-])c1)c1cccs1,23%,i,59,14%,1.1,-11%,1.7%,1.0%,-7%,-0.7%
CCc1ccc(NC(=O)c2ccc(F)c(S(=O)(=O)NCC3COc4ccccc4O3)c2)cc1 (stereo not drawn),1%,i,41,1%,1.1,18%,-1.0%[50 µM],18%,11%,-1.3%
CCCCn1c(N)c(-c2nc3ccccc3s2)c2c([N+](=O)[O-])nn(C)c(=O)c21,-7%,i,33,4%,1,10%,3.2%,9.1%,8%,0.9%
CCN(CC)Cc1c(O)ccc2c(=O)c(-c3ccc4c(c3)OCCO4)coc12,-15%,i,40,12%,1.1,6%,-0.9%,0.9%,1%,0.3%
CCNC(=O)NC(=O)COC(=O)CCc1nc(=O)c2ccccc2n1C,0%,i,58,-1%,0.9,-14%,-1.2%,2.3%,-14%,0.4%
O=C(c1cc2ccccc2o1)N1CCN(Cc2ccccc2)CC1,x,i,11,x,x,x,1.6%[50 µM],4.4%,x,-0.7%
COCCCn1c(C(=O)N2CC(C)OC(C)C2)cc2c(=O)n3cccc(C)c3nc21 (stereo not drawn),x,i,10,x,x,x,-0.1%,0.1%,x,0.1%

# Rewritten with bars between the fields: 4 of the compounds above.
compound | P. falciparum M17LAP | T cell HTS | T cell HTS vesicle-bound % | P. falciparum M1AAP | TNAP activators | human PMI inhibition | K1F lysis inhibition | RSV antiviral HEp-2 | human PMI inhibitors | West Nile virus CPE
COc1ccc(CSc2nnnn2-c2ccc(O)cc2)cc1F | x | i | 44 | x | x | x | 0.3% | 6.2% | x | -0.9%
CCN(CC)Cc1c(O)ccc2c(=O)c(-c3ccc4c(c3)OCCO4)coc12 | -15% | i | 40 | 12% | 1.1 | 6% | -0.9% | 0.9% | 1% | 0.3%
CCOC(=O)c1c(N)sc(=S)c2c1CCC2 | -3% | i | 39 | 5% | 1 | -39% | 1.2% | 17% | -45% | 0.5%
CCc1ccc(NC(=O)c2ccc(F)c(S(=O)(=O)NCC3COc4ccccc4O3)c2)cc1 (stereo not drawn) | 1% | i | 41 | 1% | 1.1 | 18% | -1.0%[50 µM] | 18% | 11% | -1.3%
